Insulin prom inh = TRM-6 insulin promoter activity inhibition. AID 1273. 0.9% of 130,000 active. TRM-6 cells (human fetal islet line), insulin promoter-eGFP reporter, imaging; reporter expression induced with tamoxifen. inhibition, % at 2 µM;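 active = inhibition above the mean plus 3 SD, with well images judged a real hit on visual review, cut at about 60% in these data, passing the limit was not always enough; inconclusive = inhibition over the cutoff but images rejected on review; inactive = inhibition not above the cutoff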
sdo1 growth = sdo1-depleted yeast growth rescue. S. cerevisiae sdo1-depleted JHY4D growth rescue, OD600 30 h; active compounds read high; pdr5 snq2 efflux-pump mutant strain. z-score at 10 µM. 0.21% of 140,000 active. AID 817;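 active = z-score above 3 at both the 24 hr and the 30 hr optical density reads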;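 also: z-score against mean and SD of all compound wells on the same plate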
sdo1 growth Rescue 24 h = second read-out of sdo1 growth, no call of its own (marks repeat the call); z-score; S. cerevisiae sdo1-depleted JHY4D growth rescue, OD600; measured here: growth rescue at 24 h;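 0 is the plate mean of compound wells and units are plate SD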
An asterisk follows results filed as active; ? = inconclusive; · = no result given.

Structure | Insulin prom inh | sdo1 growth | sdo1 growth Rescue 24 h
CCCCC(c1nnnn1Cc1ccco1)N1CCN(C(=O)c2ccco2)CC1 (stereo unspecified) | 0.0 | -0.25 | -0.67
O=C(OCn1nnc2ccccc2c1=O)c1cccnc1Cl | 25.9 | 0.43 | -0.12
COc1cc(NC(=O)c2ccco2)c(OC)cc1NC(=O)CCC(=O)Nc1cc(C)cc(C)c1 | 23.1 | -0.55 | 0.21
CCc1ccccc1NC(=O)CSc1nnc([C@@H](NC(=O)OC(C)(C)C)C(C)C)o1 | · | -1.19 | -1.62
C=C(C)Cn1c(SCC(=O)N/N=C/c2ccccc2)nc2ccccc2c1=O | 52.4 | -0.71 | -0.33
COc1cccc(NC(=O)c2ccccc2-c2nc(-c3ccc(Cl)cc3)no2)c1 | -28.6 | -0.58 | -0.48
Cc1ccc(N(C(=O)c2ccco2)C2C=CS(=O)(=O)C2)cc1 (stereo unspecified) | 5.0 | · | ·
CCOC(=O)C1=C(c2ccccc2)NC(=O)NC1c1ccc(N(C)C)cc1 (stereo unspecified) | · | 0.96 | 0.64
CCc1cc2c(C)cc(=O)oc2cc1OC(=O)C1CCCN1C(=O)OC(C)(C)C (stereo unspecified) | · | -1.59 | -1.63
Cc1onc(-c2ccccc2Cl)c1C(=O)Nc1nn[nH]n1 | · | 0.47 | -0.42
Cc1cc(-c2csc(N)n2)c(C)n1-c1ccccc1 | 6.7 | 0.37 | 0.28
O=C(Nc1nc2c(s1)COc1ccccc1-2)c1cccs1 | · | -1.81 | -1.37
COc1ccc(NC(=O)COc2ccc(C(=O)NC3CCCc4ccccc43)cc2OC)cc1 (stereo unspecified) | -120.0 | -0.61 | -0.13
CCOC(=O)c1c(NC(=O)C2C3C=CC(C3)C2C(=O)O)sc2c1CCC(C)C2 (stereo unspecified) | 28.6 | 0.07 | -0.01
CSc1ccc2c(c1)N(CCC1CCCCN1C)c1ccccc1S2 (stereo unspecified) | -86.4 | -1.99 | -0.79
O=C(c1ccc2c(c1)C(=O)N(Cc1ccco1)C2=O)N1CCOCC1 | -14.3 | 0.65 | 0.53
CC(C)C(C)NC(=O)CSc1nc2scc(-c3ccco3)c2c(=O)n1-c1ccccc1 (stereo unspecified) | -17.1 | -0.61 | -0.4
N#CCCn1nc(-c2ccc([N+](=O)[O-])cc2)cc1Nc1ccccc1NC(=O)C(F)(F)F | · | -0.26 | -0.74
CC(C)(C)NC(=O)C(c1ccccc1)N(C(=O)c1ccco1)C1CC1 (stereo unspecified) | 11.1 | -0.17 | -0.83
C/C(N)=C(/C#N)C(=O)CSc1nc2ccc(C)cc2[nH]1 | 3.2 | 0.36 | -0.06
CCN1C(=O)/C(=C2/C(=O)N3c4c(cc(OC(C)=O)cc42)C(C)=CC3(C)C)SC1=S | 52.8 | 0.56 | 0.81
Cc1cc(C)nc(NS(=O)(=O)c2ccc(N/C=C/C(=O)c3ccc(Cl)cc3)cc2)n1 | ? | -0.88 | -0.46
O=C(O)c1ccc2c(c1)N(Cc1ccccc1F)C(=O)c1ccccc1S2=O (stereo unspecified) | · | 0.69 | 0.64
COc1ccc(C(=O)NNC(=O)CN2CCN(c3nc(-c4ccccc4)cs3)CC2)cc1 | 16.7 | -0.97 | -0.52
CCOC(=O)C1=C(C)NC(=O)NC1c1ccccc1 (stereo unspecified) | 0.0 | 0.08 | 0.41
COc1ccc(CC(=O)Nc2sc(Cc3ccccc3)c(C)c2C(N)=O)cc1 | · | -0.55 | -0.18
Cc1ccc(S(=O)(=O)N2CCCCC2)cc1NC(=O)COC(=O)C1CC2C=CC1C2 (stereo unspecified) | · | 0.45 | 0.86
CCN(CC)c1ccc(NC(=O)COC(=O)/C=C/c2nc3ccccc3s2)cc1 | · | -0.63 | -0.55
CN(C)C=C1C(=O)c2ccccc2C1=O | -42.9 | 1.02 | 0.56
CCN(CC)c1ccc(C=Nc2ccc(C)cc2)c(O)c1 | 55.6 | 0.61 | 0.17

A second format for some results above:
> CCN(CC)c1ccc(C=Nc2ccc(C)cc2)c(O)c1
- Insulin prom inh: 55.6
- sdo1 growth: 0.61
- sdo1 growth Rescue 24 h: 0.17

> COc1ccc(C(=O)NNC(=O)CN2CCN(c3nc(-c4ccccc4)cs3)CC2)cc1
- Insulin prom inh: 16.7
- sdo1 growth: -0.97
- sdo1 growth Rescue 24 h: -0.52

> CC(C)C(C)NC(=O)CSc1nc2scc(-c3ccco3)c2c(=O)n1-c1ccccc1 (stereo unspecified)
- Insulin prom inh: -17.1
- sdo1 growth: -0.61
- sdo1 growth Rescue 24 h: -0.4

> CCc1cc2c(C)cc(=O)oc2cc1OC(=O)C1CCCN1C(=O)OC(C)(C)C (stereo unspecified)
- Insulin prom inh: ·
- sdo1 growth: -1.59
- sdo1 growth Rescue 24 h: -1.63

Next section:
Structure | Insulin prom inh | sdo1 growth | sdo1 growth Rescue 24 h
CCSc1nc(O)c(Cc2ccccc2)c(=O)[nH]1 | 45.8 | 0.37 | -0.67
COc1ccc(S(=O)(=O)Nc2c(C(=O)O)[nH]c3ccccc23)c(OC)c1 | -16.7 | 0.81 | 0.21
CC(C)C1OC2(C)OC(=N)C1(C#N)C(C#N)(C#N)C2c1ccccc1 (stereo unspecified) | · | 0.36 | 0.12
Cc1nc(N2N=C3/C(=C/c4ccc(F)cc4)CCCC3C2c2ccc(F)cc2)sc1C(=O)N(C)C (stereo unspecified) | -21.4 | 0.07 | 0.2
COc1ccc(Cl)cc1NC(=O)N1CCN(S(C)(=O)=O)CC1 | 19.1 | 0.02 | -0.18
N=C1SC(c2ccccc2)C(=O)N1c1ncc(Cc2ccccc2Cl)s1 (stereo unspecified) | 40.0 | -0.17 | -0.3
CCOC(=O)CCc1c(C)nc(SCCN2CCCC2)c(C#N)c1C | · | 0.47 | -0.26
CCOC(=O)N/N=C1\CCc2ccccc21 | 14.3 | 1.02 | 0.53
NC(=O)c1ccc(N=Cc2ccc([N+](=O)[O-])s2)cc1 | -55.2 | -1.61 | -1.08
CCOC(=O)c1cnc2ccc(OCC)cc2c1N1CCN(c2ccccc2)CC1 | -10.8 | -1.67 | -0.97
O=C(CN1CCCC1)Nc1ccccc1Sc1ccc(Cl)cc1 | -25.0 | · | ·
CCC(CC)C(=O)c1c[nH]c(C(=O)NCc2cccs2)c1 | -31.4 | · | ·
C=CCn1c(CCCNC(=O)CCC)nc2ccccc21 | -66.7 | -0.34 | -0.44
COc1ccc(C2CC(=O)C(C=NCCN3CCOCC3)=C(O)C2)cc1 (stereo unspecified) | · | 0.92 | 0.56
Cc1ccc(OCC(=O)NCC(=O)n2nc(C)cc2C)cc1 | · | -0.7 | -0.89
O=C(NN=C1CCCCCC1)c1ccc2c(c1)OCO2 | 17.9 | · | ·
Cc1cccc(-c2c3c(=O)n(C)c(=O)n(C)c3c3nnc4ccccc4n23)c1 | -42.4 | · | ·
O=C(Cc1ccc(Cl)c(Cl)c1)Nc1cccc(S(=O)(=O)N2CCOCC2)c1 | -35.7 | · | ·
Cc1ccccc1NC(=O)CSCc1nc(N)nc(Nc2ccccc2C)n1 | · | 0 | -0.64
CCCCN(CC)C(=O)Cn1cnc2ccc(S(=O)(=O)N3CCC(C)CC3)cc2c1=O | -20.7 | 0.56 | -0.01
Cc1ccc(NC(=S)NC(=O)c2ccc(-c3ccccc3)cc2)c(C)c1 | · | -1.32 | -0.41
Cc1sc(NC(=O)C2C3CCC(O3)C2C(=O)O)c(C(=O)OC(C)C)c1-c1ccc(Cl)cc1 (stereo unspecified) | 16.7 | -0.09 | -0.42
Cn1c(=NC(=O)CCl)sc2ccccc21 | -185.7 | 0.03 | -0.31
O=C1CC(C(=O)Nc2ccccc2C(=O)O)C(c2ccccc2)O1 (stereo unspecified) | 35.7 | 0.2 | -0.38
COc1ccc(-c2noc(CN3CCN(c4ccccc4F)CC3)n2)cc1OC | 29.7 | -0.4 | -0.34
COc1cc(/C=C/C(=O)O)cc(S(=O)(=O)Nc2ccccc2SC)c1OC | 3.9 | 0.1 | -1.18
COc1ccc(-c2nc(N)nc(C)c2Oc2ccccc2Br)c(O)c1 | -96.5 | -2.18 | -1.03
O=C(Nc1nc(-c2ccccc2)c(-c2ccccc2)s1)c1ccc(S(=O)(=O)N2CCCCC2)cc1 | 27.3 | 0.28 | 0.85
CCSc1ccccc1C(=O)N1CCN(c2ccccc2F)CC1 | 14.3 | -0.25 | 0.42
Cc1c(C(=O)c2ccc(Cl)c(Cl)c2)cnc2cc3c(cc12)OCO3 | 38.1 | -1.73 | -0.61
O=S(=O)(c1ccc(Oc2ccc(Cl)cc2)c(S(=O)(=O)N2CCCCC2)c1)N1CCCCC1 | -54.0 | 0.06 | 0.82
CCCc1cc(N2CCN(C(=O)c3ccco3)CC2)n2c(nc3ccccc32)c1C#N | -41.4 | 0.34 | 0.69
CCc1c(C)[nH]c2c(C)cccc2c1=O | 38.7 | 1.1 | 1.27
O=C(NC1CCCCC1)C(c1cccs1)N(C(=O)c1ccco1)c1ccc2c(c1)OCCO2 (stereo unspecified) | 12.5 | -0.46 | -0.48
COc1ccc(S(=O)(=O)NCC(=O)N(CC(=O)NCC2CCCO2)c2ccccc2C)cc1 (stereo unspecified) | -10.0 | 1.42 | 1.06
N#Cc1ccccc1S(=O)(=O)N1CCN(c2ccc(S(=O)(=O)N3CCOCC3)cn2)CC1 | · | 1.37 | 2.47
CCOc1ccc(S(=O)(=O)Nc2cccc(C(=O)N3CCN(c4ccc(OC)cc4)CC3)c2)cc1 | · | 0.17 | 0.19
OCC1(Cc2ccccc2)CCN(Cc2cnc(-c3ccc(Cl)cc3)nc2)CC1 | 8.3 | · | ·
CC(=O)Oc1oc(-c2ccccc2)nc1C=Nc1ccccc1 | 34.2 | -0.71 | -0.51
CNS(=O)(=O)c1ccc(NC(=O)C2c3ccccc3Oc3ccccc32)cc1 | 13.8 | -0.94 | -0.76
CCOc1ccccc1NC(=O)CCCn1cc([N+](=O)[O-])cn1 | 53.3 | · | ·
C=CCn1c(-c2ccc(OC)cc2)nc2ccccc21 | 27.3 | -0.77 | -1.02
O=c1c(-n2cncn2)c[nH]n1-c1cccc(Cl)n1 | 91.7* | · | ·
CC(=O)c1cccc(NC(=O)CCC2CCCC2)c1 | -15.4 | -0.57 | -0.48
CCC(=O)N1c2ccc(C)cc2C2=NNC(=S)NC21O (stereo unspecified) | · | -0.78 | 0.05
COc1ccc(/C=N/NC(=O)c2ccccc2O)cc1CSc1ccccn1 | -86.7 | -0.32 | 0.17
FC(F)(F)c1cc(-c2ccc3c(c2)OCO3)nc(NCc2ccco2)n1 | -20.0 | -1.18 | -0.66
CCOC(=O)C(NC(=O)Nc1ccc(Cl)cn1)(Oc1ccc(F)cc1)C(F)(F)F (stereo unspecified) | -22.6 | 1.62 | 2.5
CCc1nnc(NC(=O)CSc2nnc(-c3ccco3)o2)s1 | 12.5 | · | ·
COc1ccc(/C=N/OCC(=O)Nc2cc(C)on2)cc1OC | · | 0 | -0.73
O=C(CSc1ncnc2c(-c3ccc(Cl)cc3)nsc12)c1ccccc1 | -45.0 | -0.62 | 1.53
N/C(=N\OC(=O)N1c2ccccc2Sc2ccccc21)c1ccccc1 | 50.0 | -0.91 | -0.81
COc1ccc(OC)c(S(=O)(=O)Nc2ccc(C(N)=O)cc2)c1 | -30.8 | 0.79 | 1.56
O=C(COC(=O)c1ccccc1Nc1ccc(SC(F)F)cc1)NCc1ccco1 | 38.5 | -1.19 | -1.3
Cc1ccc(S(=O)(=O)NCCSc2nnnn2C)cc1 | 0.0 | 0.27 | -0.57
c1ccc(COc2cccc(CNn3cnnc3)c2)cc1 | 28.0 | 0.23 | -0.45
Cc1ccccc1NC(=S)N1CCC(C(=O)c2ccc(F)cc2)CC1 | 28.1 | -0.07 | -0.16
O=S(=O)(c1ccc2oc3ccc(S(=O)(=O)N4CCCC4)cc3c2c1)N1CCCC1 | -145.7 | · | ·
COc1ccc(N(CC(=O)NC2CCCCC2)C(=O)CCCC(=O)Nc2ccccn2)c(OC)c1 | · | 1.45 | 0.84
O=[N+]([O-])c1ccc2c(c1)oc1ccccc12 | 5.4 | 0.27 | -0.9

For reference, 2 of the compounds above:
Structure | Insulin prom inh | sdo1 growth | sdo1 growth Rescue 24 h
COc1ccc(N(CC(=O)NC2CCCCC2)C(=O)CCCC(=O)Nc2ccccn2)c(OC)c1 | · | 1.45 | 0.84
O=[N+]([O-])c1ccc2c(c1)oc1ccccc12 | 5.4 | 0.27 | -0.9

More structures:
Structure | Insulin prom inh | sdo1 growth | sdo1 growth Rescue 24 h
O=S(=O)(c1ccc2c(c1)nc1n2CCC1)N1CCOCC1 | 0.0 | 1.02 | 1.17
Cc1ccc(NC(=O)c2ccccc2NC(=O)CCC(=O)O)cc1 | -7.1 | 1.7 | 1.28
CCc1ccc(N2C(=O)c3sc4nnc(-c5ccccc5)c(=O)n4c3C2=O)cc1 | -35.7 | -0.81 | -1.19
CCCCC1CCC(C(=O)Nc2ccccc2)CC1 (stereo unspecified) | 9.4 | 0.05 | 0.35
C(=N\C(/N=C/c1ccco1)c1ccco1)/c1ccco1 | · | -0.8 | -0.75
CCc1nnc(NC(=O)C2CC(=O)N(CCc3ccccc3)C2)s1 (stereo unspecified) | · | -0.37 | -0.79
CCCn1c(=O)[nH]c(=O)c2c1nc(-c1cccs1)n2CCOC | 20.0 | · | ·
O=c1[nH]c2cc3c(cc2cc1CN(CCO)S(=O)(=O)c1ccccc1Cl)OCCO3 | 2.9 | 0.16 | -0.49

Bioassay records (PubChem)
